hERG WT inh: inhibitors of human wildtype KCNH2 potassium channel; 340,000 compounds, 0.37% hits; Q12809; activity change, % at 1.84 µM; U2OS, BacMam KCNH2, thallium flux FluxOr; active compounds read low;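 active = maximum activity change below -70%; inconclusive = maximum activity change between -70% and -50%; inactive = maximum activity change above -50%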; also: % is scaled to controls: 0 for no effect and ±100 for the full control effect
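U2OS cells were transduced with wild-type KCNH2 virus (2.03 x 10^8 / mL) for 4 h at room temperature, then cultured overnight at 37 C. Thallium flux was read with FluxOr dye. Rate constants were normalized to DMSO controls.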
USP2a inh: inhibitors of human ubiquitin-specific protease USP2a; 330,000 compounds, 0.01% hits; Potency, µM (titrated, usually from 38.3 µM), inactives show at the highest dose activity change, negative = inhibition, most hits filed as inhibitors; USP2 core, Ub-CHOP2 coupled fluorogenic reporter, 485/531; O75604;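 also: potency is read from the fitted curve at half-maximal effect; plate controls were DMSO wells for no effect and full inhibition by NEM control for full effect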
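Deubiquitinase activity read as fluorescence (485/531 nm) after Ub-CHOP2 cleavage activates the enterokinase reporter on its substrate; USP2 core 10nM, Ub-CHOP2 and substrate 25nM each, 30min compound preincubation then 60min RT; data normalized to NEM, curves fitted.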
ELG1 DNA repair: inhibitors of ELG1-dependent DNA repair in HEK293T cells; HEK293T ELG1-luciferase reporter, luminescence, 16 h; DNA damage induced by 5-fluorouridine; Potency, µM (highest dose often 46.1 µM), inactives show at the top dose activity change, negative = inhibition, actives largely listed as inhibitors; 330,000 compounds, 2.3% hits; AID 504467; also: potency is read from the fitted curve at half-maximal effect; % is scaled to controls: 0 for no effect and ±100 for the full control effect; nearly all actives have a fitted effect of over 55% in size
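Overnight (16 hr) co-exposure of 2,000 cells/well to 5-fluorouridine and compound at 37 °C preceded detection. Luciferase was quantified via ONE-Glo luminescence; loss of signal denotes inhibition.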
TSHR antag: human thyrotropin receptor antagonism | P16473 | TSHR-expressing cells, TSH-stimulated cAMP HTRF, 2 h; active compounds read low | activity change, negative = inhibition, % at 11.5 µM | 330,000 compounds, 0.2% hits;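 active = activity change below a set negative limit, meaning inhibition stronger than a set level, cut at about -70% in these data; inconclusive = activity change between two set negative limits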; also: % is scaled to controls: 0 for no effect and ±100 for the full control effect
Target sequence (P16473 whole entry, looked up): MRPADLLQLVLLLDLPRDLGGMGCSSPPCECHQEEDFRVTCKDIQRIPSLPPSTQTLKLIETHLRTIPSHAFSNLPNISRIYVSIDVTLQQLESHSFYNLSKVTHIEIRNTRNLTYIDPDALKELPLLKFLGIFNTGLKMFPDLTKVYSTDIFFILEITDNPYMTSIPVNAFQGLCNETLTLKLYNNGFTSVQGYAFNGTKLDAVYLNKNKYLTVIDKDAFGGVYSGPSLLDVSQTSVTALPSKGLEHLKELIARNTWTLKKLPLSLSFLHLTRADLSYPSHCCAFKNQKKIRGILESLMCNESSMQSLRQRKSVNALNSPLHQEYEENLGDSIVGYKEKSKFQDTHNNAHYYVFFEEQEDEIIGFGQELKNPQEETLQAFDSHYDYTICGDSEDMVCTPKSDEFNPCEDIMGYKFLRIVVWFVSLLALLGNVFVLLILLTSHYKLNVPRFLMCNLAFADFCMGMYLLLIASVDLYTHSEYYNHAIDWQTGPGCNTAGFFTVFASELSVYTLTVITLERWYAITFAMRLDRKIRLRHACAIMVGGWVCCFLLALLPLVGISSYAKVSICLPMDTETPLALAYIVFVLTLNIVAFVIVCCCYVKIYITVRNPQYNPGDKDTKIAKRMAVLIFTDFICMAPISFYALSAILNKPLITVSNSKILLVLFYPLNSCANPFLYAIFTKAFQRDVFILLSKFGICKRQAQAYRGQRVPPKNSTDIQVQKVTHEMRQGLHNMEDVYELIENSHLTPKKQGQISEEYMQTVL
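Competitive HTRF cAMP read-out (cryptate anti-cAMP antibody, cAMP-d2; 30 min, room temperature) in freshly harvested TSHR cells. Compounds added before TSH at EC80 (4nM final), followed by 2 hours' incubation at 37 deg C.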
AT treatment: potential ataxia-telangiectasia treatment; […] A-T fibroblasts, KAP-1 phosphorylation AlphaLISA; neocarzinostatin DNA damage 30 min before lysis; Potency, µM (series often up to 57.5 µM), without a hit: at the top dose activation, usual class: activators; 320,000 compounds, 0.19% hits; also: potency is read from the fitted curve at half-maximal effect; % of control where 0% means no effect; nearly all actives have a fitted effect of over 45% in size
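ATM-like activity read as KAP-1 phosphorylation via AlphaLISA donor/acceptor antibody pairs after lysis and 6 hr at 25C. Cells were ATM-null patient fibroblasts ([…], hTERT), dosed 60 min, then exposed to the DSB inducer NCS for 30 min.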
Mito fusion act: inhibitors of mitochondrial division or activators of mitochondrial fusion | S. cerevisiae fusion-defective mutant growth rescue, CellTiterGlo 48 h | Potency, µM (doses to about 46.1 µM), inactives show at the highest dose growth rescue (activation), actives largely listed as activators | 320,000 compounds, 0.23% hits | AID 485298;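 also: potency is read from the fitted curve at half-maximal effect; % of control where 0% means no effect; nearly all actives have a fitted effect of over 45% in size; temperature-sensitive fusion mutants such as fzo1-1 at 37 °C on non-fermentable ethanol glycerol medium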
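Growth-rescue viability read-out: after 48 h at the non-permissive 37C in glycerol/ethanol YPEG, yeast mitochondrial fusion mutants are measured by CellTiterGlo luminescence; compounds (23 nl pinned per well) restoring growth score as division inhibitors or fusion activators.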
TRPV1 agonist: human TRPV1 agonism; Q8NER1; 320,000 compounds, 0.19% hits; TRPV1-expressing cells, Fluo-8 calcium influx, agonist mode; activation, % at 8.33 µM; AID 540275; in the data active = activation above about 80%; inconclusive = between about 30% and that limit; also: 0% is about no effect
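Cells expressing TRPV1 were dye-loaded with Fluo-8 and read kinetically: 10 s baseline, 3 min after compound (agonist portion), then 2 min after EC20 capsaicin (allosteric enhancer portion). Calcium-bound dye fluorescence at 480/520 nm.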
Eya2 inh: inhibitors of human Eya2 phosphatase activity; recombinant Eya2, OMFP fluorescence dephosphorylation (OMFP is methylfluorescein phosphate); AID 488837; O00167; Potency, µM (series often up to 76.9 µM), without a hit: at the top dose activity, negative = inhibition, usual class: inhibitors; 330,000 compounds, 0.006% hits; also: potency is read from the fitted curve at half-maximal effect; % is scaled to controls: 0 for no effect and ±100 for the full control effect
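Eya2 protein (added as 0.2 uM solution) was preincubated with compound for 10 min at ambient temperature in 50 mM HEPES pH 7.5, 50 mM NaCl, 5 uM MgCl2, 0.05% BSA, 1 mM DTT. OMFP (added at 50 uM) then reacted 10 min; fluorescence read at 485/525 nm.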
TCR activator: activates T cell receptor signaling; Potency, µM (titrated, usually from 9.22 µM), without a hit: at the top dose activation of IL-2 secretion, hits mostly activators; 330,000 tested, under 10 active; primary human leukocytes, anti-CD3, IL-2 HTRF, 48 h; AID 504894; also: % of control where 0% means no effect
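Using a-CD3 beads without co-stimulation, primary human leukocytes were exposed to compounds for 48 hr. An HTRF IL-2 kit measured the cytokine, with europium-to-d2 energy transfer producing emission at 665nm upon 320nm excitation.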
KCNH2 3.1 inh: inhibitors of human KCNH2 3.1 potassium channel isoform | U2OS KCNH2 3.1, thallium flux FluxOr; active compounds read low | activity change, % (tested at about 1.8 µM) | 340,000 compounds, 0.95% hits | AID 720553;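 active = maximum activity change below -70%; inconclusive = maximum activity change from -70% to -50%; inactive = maximum activity change above -50%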;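 also: thallium influx rate constant from kinetic fluorescence after stimulation buffer; % is scaled to controls: 0 for no effect and ±100 for the full control effect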
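Measured as rate of thallium-driven FluxOr signal in transduced U2OS cells carrying the 3.1 channel, read kinetically for 2 min upon stimulation; values are rate constants scaled to DMSO control wells.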
The depositor's hits bear a star; ? = inconclusive; / = not tested or not shown; [ ] = remark or other dose. Unless noted, calls follow the shape of the dose curve; as a rule, active = well fitted curve in the direction sought with a large enough effect; inconclusive = small, poorly fitted or top-dose-only effect, or another doubt; inactive = no such curve, though single readings can be large; an effect the other way counts as inactive or inconclusive.

SMILES	hERG WT inh	USP2a inh	ELG1 DNA repair	TSHR antag	AT treatment	Mito fusion act	TRPV1 agonist	Eya2 inh	TCR activator	KCNH2 3.1 inh
COC(=O)c1nnn(-c2ccc(Cl)c(Cl)c2)c1C(=O)OC	0	-3%	-10%	6	6%	1%	17	-5%	4%	-5
Cc1ccc(S(=O)(=O)/N=C(\c2ccccc2)N(C)S(=O)(=O)c2ccccc2)cc1	0	-1%	-3%	18	1%	9%	1	0%	-6%[46.1 µM]	-4
O=C(CCS(=O)(=O)Cc1ccccc1)NCC1CCCO1 (centres undefined)	3	2%	12%	-3	-4%	-2%	2	6%	0%	7
CN(C(=O)COc1nnc(-c2cccs2)c(-c2cccs2)n1)c1ccccc1	4	3%	?	-4	0%	8%	1	-4%	-3%	14
Cc1ccc(N2CCN(S(=O)(=O)N3CCCCC3)CC2)c(C)c1	3	3%	-9%	-13	-1%	16%	?	1%	3%	15
COc1ccc(CNC(=O)CNC(=O)c2ccc(C(C)(C)C)cc2)cc1OC	-4	0%	28%	2	2%	2%	?	2%	-4%	-12
COc1ccc(C)cc1NC(=O)CCC(=O)Nc1nnc(C(F)(F)F)s1	6	3%	7%	22	-1%	0%	0	5%	4%	14
Nc1nc(SCc2cccc(Br)c2)n[nH]1	-18	0%	28%	-4	0%	7%	5	8%	15%	-29
N#CCSCC(=O)Nc1ccc(F)cc1	-5	2%	2%	-13	-6%	1%	2	-22%	/	14
COc1ccc(CC(=O)NCc2nnc(SCC(=O)Nc3ncc(C)s3)n2C)cc1	/	-6%	11%	14	1%	0%	-3	-29%	6%	18
CCOC(=O)C(NC(=O)c1ccccc1)(Nc1cc(C)on1)C(F)(F)F (centres undefined)	-4	0%	?	27	?	8%	-2	4%	3%	-5
COc1ccc(CCNC(=O)c2nnc(CS(=O)(=O)c3ccccc3)o2)cc1OC	-1	6%	3%	2	0%	-5%	-1	18%	0%	-6
CC(CNC(=O)COC(=O)c1cccnc1Cl)c1ccccc1 (centres undefined)	8	1%	10%	2	7%	2%	2	5%	10%	6
CCCN1C(=O)c2ccccc2NC1c1ccc(OC)c(CSc2ccccn2)c1 (centres undefined)	-6	1%	-24%	-9	4%	24%	8	1%	-6%[46.1 µM]	4
COc1ccc(N=Nc2ccc(O)c(P(=O)(c3ccccc3)c3ccccc3)c2)cc1	4	9%	3%	13	18%	3%	-1	?	4%	-1

5 records picked at random from those above, as already listed:
SMILES	hERG WT inh	USP2a inh	ELG1 DNA repair	TSHR antag	AT treatment	Mito fusion act	TRPV1 agonist	Eya2 inh	TCR activator	KCNH2 3.1 inh
Nc1nc(SCc2cccc(Br)c2)n[nH]1	-18	0%	28%	-4	0%	7%	5	8%	15%	-29
COc1ccc(N=Nc2ccc(O)c(P(=O)(c3ccccc3)c3ccccc3)c2)cc1	4	9%	3%	13	18%	3%	-1	?	4%	-1
COc1ccc(CNC(=O)CNC(=O)c2ccc(C(C)(C)C)cc2)cc1OC	-4	0%	28%	2	2%	2%	?	2%	-4%	-12
CN(C(=O)COc1nnc(-c2cccs2)c(-c2cccs2)n1)c1ccccc1	4	3%	?	-4	0%	8%	1	-4%	-3%	14
O=C(CCS(=O)(=O)Cc1ccccc1)NCC1CCCO1 (centres undefined)	3	2%	12%	-3	-4%	-2%	2	6%	0%	7

(cont.)
SMILES	hERG WT inh	USP2a inh	ELG1 DNA repair	TSHR antag	AT treatment	Mito fusion act	TRPV1 agonist	Eya2 inh	TCR activator	KCNH2 3.1 inh
O=C(c1ccoc1)N1CCC2(CC1)Oc1ccc(Cl)cc1C(=O)C21CC(c2cccnc2)=NO1 (centres undefined)	6	6%	-25%	-9	-32%	-8%	5	-2%	-2%	-23
COc1cc(/C=C/C(=O)O)ccc1OS(=O)(=O)c1ccc(C)cc1	18	-6%	6%	1	-5%	2%	1	-22%	/	17
Clc1ccc(OCCOCCN2CCc3ccccc3C2)c(Cl)c1	10	3%	-2%	5	6%	-1%	0	-13%	-4%[46.1 µM]	-28
CCc1ccc(NC(=O)Cn2ccn(-c3cccc(Cl)c3)c(=O)c2=O)cc1	-2	4%	29%	2	-1%	2%	2	1%	5%	24
Cc1cc(OC(=O)C(c2ccccc2)c2ccccc2)c([N+](=O)[O-])c(=O)[nH]1	-3	-1%	8%	4	-5%	0%	-4	1%	-3%[46.1 µM]	11
COc1ccc(NS(=O)(=O)c2c(C)cc(C)cc2C)cn1	-5	1%	?	-5	-5%	?	0	10%	4%	15
NC(=O)c1oc2ccc(Cl)cc2c1N	4	-1%	-24%	5	-6%	1%	-3	-8%	2%	-2
Nc1nc(SCC(=O)Nc2cc(Cl)c(Cl)cc2Cl)n[nH]1	14	1%	7%	-74*	?	/	/	-20%	1%[46.1 µM]	5
Nc1cc(=O)[nH]c(SCC(=O)Nc2ccccc2-c2ccccc2)n1	-3	11%	-8%	-4	0%	1%	-3	2%	2%	1
CN1c2ccccc2Sc2cc(N)ccc21	8	3%	-9%	-2	-14%	-20%	1	-8%	5%	-14
N=C1c2ccccc2CN1NC(=O)c1cccc(S(=O)(=O)N2CCOCC2)c1	-16	5%	9%	-2	-3%	-3%	2	6%	-6%[46.1 µM]	9
O=C(Cc1ccccc1)NC1CCN(S(=O)(=O)c2ccc(C(=O)O)cc2)CC1	-1	0%	7%	38	0%	-3%	2	-1%	-10%	-12
CCOC(=O)C1(CC2CCCCO2)CCN(S(=O)(=O)c2c(C)nn(C)c2C)CC1 (centres undefined)	-1	-5%	14%	15	4%	3%	-3	2%	-12%	7
COc1cc(/C=C/c2ccc3cccc([N+](=O)[O-])c3n2)ccc1OCC(=O)O	0	2%	15%	-7	-4%	4%	-3	2%	1%	-2
COC(=O)c1sc(NC(=O)c2c(F)cccc2F)c(C#N)c1C	1	3%	2%	-6	-3%	4%	2	6%	0%	-6
CCOC(=O)C1CCN(C(=O)c2cc3c(-c4ccc(OC)c(OC)c4)nn(C)c3s2)CC1	0	-5%	?	13	2%	8%	/	-3%	9%	17
Cc1cccc(-c2cnn(-c3cccc([N+](=O)[O-])c3)c2N)c1	6	0%	-23%	-6	-4%	-7%	11	-11%	6%	14
O=C(Cn1cnc2c(nc3n2CCCCC3)c1=O)Nc1cccc(C(F)(F)F)c1	9	2%	13%	3	-1%	-1%	-3	6%	-1%	2
CCCn1c(SCC(=O)NCCc2ccccc2)nnc1-c1cccnc1	-7	-2%	-2%	22	0%	-3%	-3	-5%	-20%	-1
COc1ccccc1N(CC(=O)N(CC(C)C)CC(C)C)S(=O)(=O)c1cccs1	7	-1%	-6%	3	-3%	-7%	?	-17%	3%	11
Clc1ccc(-c2c[n+](Cc3ccc(Br)cc3)c3n2CCCCC3)cc1	-9	-1%	?	5	12%	0%	2	0%	0%	-2
Cc1ccc2nc(NC3=NCN(Cc4ccccc4)CN3)nc(C)c2c1	/	-2%	-3%	-4	15%	1%	1	11%	/	/
CC(C)Cc1nnc(NC(=O)CCC(=O)NC2CCCCCCC2)s1	7	-3%	1%	10	-3%	-1%	4	-1%	3%	-5
O=C(Nc1ccccc1)C1CC=CCC1C(=O)OCC1CCCO1 (centres undefined)	-11	1%	8%	21	-7%	-1%	-3	12%	-7%	1
CCOC(=O)C1CCN(C(=O)c2ccc(OCC(=O)Nc3ccc(OCC)cc3)c(OC)c2)CC1	11	-1%	-17%	6	1%	-10%	-4	-24%	-3%	-8
COc1ccc(NC(=O)Cn2nnc(C(=O)NCc3ccco3)c2N)c(OC)c1	-4	1%	-7%	-6	/	0%	0	15%	7%	-7
Nc1ccccc1SC1CC(=O)N(c2ccc(Cl)c(Cl)c2)C1=O (centres undefined)	-9	3%	-26%	-6	-2%	19%	4	-6%	4%	2
CCC1(c2ccccc2)NC(=O)N(CC(=O)Nc2ccc(S(=O)(=O)Nc3ncccn3)cc2)C1=O (centres undefined)	-7	-1%	-4%	6	18%	0%	-8	10%	5%	9
COc1ccc(OCC(=O)OCC(=O)NCc2ccc(F)cc2)cc1	2	2%	8%	0	-1%	0%	9	-6%	-1%[46.1 µM]	0
COc1cccc(OC)c1OCCCc1c(C)n[nH]c1C	-4	2%	7%	-6	8%	-5%	2	17%	1%	24
CS(=O)(=O)c1nc(S(=O)(=O)c2ccc(Cl)cc2)c(NCCCN2CCCC2=O)s1	-12	7%	?	9	-16%	1%	0	-11%	-1%	15
CCOc1ccc(-n2c(C)cc(C(=O)CCl)c2C)cc1	-48	3%	?	-3	-2%	-7%	-2	2%	-10%	-46
COc1ccc(NC(=S)NCCc2c(C)[nH]c3ccc(OC)cc23)cc1	-9	2%	?	2	-2%	-7%	4	-3%	-4%	/

Compound activity deposited in PubChem BioAssay by National Center for Advancing Translational Sciences (NCATS).

An excerpt (hit frequency here may not be typical).
